# PfHsp40 rescue: rescue of yeast from PfHsp40 toxicity, primary screen, S. cerevisiae, ATP luminescence; S. cerevisiae expressing PfHsp40, growth rescue; growth rescue, % at 12.5 µM; 340,000 compounds, 0.68% hits; in the data active means growth rescue above about 28%, passing the limit was not always enough; inconclusive means no clear call, values can overlap the other calls;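 further: yeast W303a lacking pdr1 and pdr3 grown in galactose medium; growth measured after three days at 30 °C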
# TcdB inh: TcdB glycohydrolase inhibitors, primary screen, biochemical, single point, plate reader | Toxin B (Clostridioides difficile), P18177 | 350,000 compounds, 0.24% hits | AID 652162, 2013 | TcdB glycohydrolase enzymatic assay | inhibition, % at 9.99 µM; in the data active means inhibition above about 10%
# FadD28 FP inh: inhibitors of FadD28 bisubstrate probe binding, primary screen, biochemical, fluorescence polarization, single point | Mycobacterium tuberculosis FadD28 fatty-acid-AMP ligase | inhibition, % at 12.5 µM | 360,000 compounds, 0.22% hits; in the data active means inhibition above about 8.5%, passing the limit was not always enough; inconclusive means no clear call, values can overlap the other calls
# CCHFV vOTU inh: CCHFV vOTU protease inhibitors, primary screen, biochemical, Pep-AMC substrate, fluorescence. Crimean-Congo hemorrhagic fever virus L polyprotein viral ovarian tumor (vOTU) protease …. inhibition, % at 11.5 µM. 370,000 compounds, 0.55% hits. AID 651958, 2012; in the data active means inhibition above about 30%; further: 0% = vehicle wells with enzyme and 100% = no enzyme wells
# PrPC surface inh: inhibitors of human cell surface prion protein PrPC, primary screen, cell-based, TR-FRET | Major prion protein (Homo sapiens), P04156 | TR-FRET read-out | inhibition, % at 13.8 µM | 370,000 compounds, 0.43% hits | AID 720596, 2013; in the data active means inhibition above about 24%; further: 0% = median of the test wells and 100% = reference compound wells
# BoNT A protease: BoNT/A light chain protease inhibitors, primary screen, biochemical, flow cytometry, MLPCN library | multiplex microsphere protease substrate cleavage | 360,000 compounds, 0.17% hits | inhibition, % at 10 µM | AID 588499, 2011; further: plate controls were buffer without enzyme for full effect and enzyme alone for no effect
# Y pestis TopoI: Yersinia pestis topoisomerase I inhibitors, primary screen, biochemical, cleavage product accumulation, plate reader, single point. DNA topoisomerase I (Yersinia pestis CO92). Y. pestis Topo-I cleavage product accumulation. activity, % at 10 µM. 360,000 compounds, 0.064% hits. AID 504884, 2011; in the data active means activity above about 50%, passing the limit was not always enough; inconclusive means no clear call, values can overlap the other calls; further: inactives centre near 2
# BoNT F protease: BoNT/F light chain protease inhibitors, primary screen, biochemical, flow cytometry, MLPCN library | 360,000 compounds, 0.22% hits | inhibition, % at 10 µM | AID 588497, 2011 | Multiplex microsphere protease cleavage assay | Botulinum neurotoxin type F light chain protease (Clostridium botulinum); in the data active means inhibition above about 35%, passing the limit was not always enough; inconclusive means no clear call, values can overlap the other calls; further: plate controls were buffer without enzyme for full effect and enzyme alone for no effect
# Anthrax LF prot: Bacillus anthracis LF protease inhibitors, primary screen, biochemical, multiplex microsphere, MLPCN library; inhibition, % at 10 µM; multiplex microsphere protease cleavage assay; Lethal factor (Bacillus anthracis), P15917; 360,000 compounds, 0.12% hits; AID 588501, 2011; further: plate controls were buffer without enzyme for full effect and enzyme alone for no effect
# Target sequence (P15917 whole entry, looked up): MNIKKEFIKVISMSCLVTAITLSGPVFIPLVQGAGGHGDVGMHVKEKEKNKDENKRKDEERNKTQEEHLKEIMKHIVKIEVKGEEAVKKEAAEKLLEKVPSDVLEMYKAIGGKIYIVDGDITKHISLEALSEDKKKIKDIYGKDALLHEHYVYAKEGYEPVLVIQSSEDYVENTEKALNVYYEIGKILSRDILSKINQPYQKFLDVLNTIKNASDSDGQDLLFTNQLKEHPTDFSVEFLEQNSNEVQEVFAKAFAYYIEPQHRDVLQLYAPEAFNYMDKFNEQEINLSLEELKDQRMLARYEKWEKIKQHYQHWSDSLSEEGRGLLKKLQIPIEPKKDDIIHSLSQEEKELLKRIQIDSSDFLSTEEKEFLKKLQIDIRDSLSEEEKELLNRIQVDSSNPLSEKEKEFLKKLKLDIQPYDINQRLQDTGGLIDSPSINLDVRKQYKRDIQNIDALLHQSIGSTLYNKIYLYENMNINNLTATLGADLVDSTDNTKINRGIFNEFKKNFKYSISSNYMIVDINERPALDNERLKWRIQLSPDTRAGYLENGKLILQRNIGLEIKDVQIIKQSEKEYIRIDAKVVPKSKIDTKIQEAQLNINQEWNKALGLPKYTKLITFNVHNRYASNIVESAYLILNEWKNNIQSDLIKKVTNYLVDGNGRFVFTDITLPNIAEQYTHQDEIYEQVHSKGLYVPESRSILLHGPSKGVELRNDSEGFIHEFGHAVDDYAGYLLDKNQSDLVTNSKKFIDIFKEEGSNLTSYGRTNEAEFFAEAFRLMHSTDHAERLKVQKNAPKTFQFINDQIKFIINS
# * marks the source's active call; other numbers are inactive results; ? = inconclusive; . = not tested or not shown; & = joins results of further samples. Unless noted, no stated cut-off is given here; in the data, active means inhibition above about 30%; inconclusive means no clear call, values can overlap the other calls; inactive means below that. The order is random. About 2.3% of those tested had a hit in this group.
(1) CN(C1CCS(=O)(=O)C1)S(=O)(=O)c1ccc2ccccc2c1 (stereo not given)
(2) COC(=O)c1ccc(CSc2nc(C)nc3sc(C)c(C)c23)o1
(3) COc1ccccc1NC(=O)C1=C(C)Nc2nc(-c3ccc(N(C)C)cc3)nn2C1c1ccncc1 (stereo not given)
(4) O=C(CSc1ccccc1)NC1=NCCS1
(5) CCOC(=O)C1(C)CCCN1C(=O)c1cccc(OC)c1 (stereo not given)
(6) CCOC(=O)c1cn(CC(=O)Nc2ccc(CC)cc2)nn1
(7) CN(C)S(=O)(=O)c1cccc(NC(=O)COC(=O)CCOc2ccccc2)c1
(8) CN1CCN(CCNC(=O)c2cc3c(=O)n(C)c4ccccc4c3n2C)CC1

screen / no.	1	2	3	4	5	6	7	8
PfHsp40 rescue	-0.5	1.1	0.6	1.6	.	-0.2	0.0	1.2
TcdB inh	0.0	.	.	1.2	-0.4	.	-0.2	1.4
FadD28 FP inh	0.0	-0.7	-2.9	-3.1	-2.9	-0.7	-2.3	1.4
CCHFV vOTU inh	1	2	4	-1	11	3	1	3
PrPC surface inh	-6	0	-2	-2	-9	1	-1	7
BoNT A protease	1.8	1.2	1.8	-0.3	0.2	-2.3	-0.4	-0.6
Y pestis TopoI	3	6	-12	-2	8	4	-10	1
BoNT F protease	2	5	-4	-8	0	-37	2	-8
Anthrax LF prot	2	0	-4	1	-6	-13	-2	1

(9) O=C(NCCc1ccc(F)cc1)Nc1ccccc1
(10) Cc1c(N2C(=O)/C(=C/c3ccc(N(C)C)cc3)N(C)C2=S)c(=O)n(-c2ccccc2)n1C
(11) CCOCCCn1c(=N)c(S(=O)(=O)c2ccc(C)cc2)cc2c(=O)n3cc(C)ccc3nc21
(12) O=S(=O)(NCCc1cccs1)c1ccc(Br)cc1
(13) O=C1CCC(=O)N1c1nc2nc(-c3ccccc3)cc(=O)n2[nH]1
(14) Cc1oc(C(=O)O)cc1COc1ccccc1Cl
(15) N#CC(/C(=N/S(=O)(=O)c1cccs1)c1ccccc1)c1nc2ccccc2[nH]1 (stereo not given)
(16) CCOC(=O)Cn1nnnc1CN(CCc1ccccc1)Cc1cc2cc(CC)ccc2[nH]c1=O

screen / no.	9	10	11	12	13	14	15	16
PfHsp40 rescue	1.4	-0.4	0.4	2.9	-0.5	0.0	-1.5	0.1
TcdB inh	-0.9	-3.4	0.6	1.2	.	.	.	.
FadD28 FP inh	-0.4	0.4	-1.9	-2.9	1.5	-3.4	-3.1	0.7
CCHFV vOTU inh	7	0	-25	-4	-2	23	8	11
PrPC surface inh	10	-65	-10	-1	2	6	6	2
BoNT A protease	?	-2.3	3.4	2.7	-0.1	-0.3	0.8	1.1
Y pestis TopoI	7	17	8	15	2	29	13	9
BoNT F protease	?	-6	8	13	-1	2	10	-8
Anthrax LF prot	-5	3	4	-2	-1	7	-2	-2

(17) O=C(COc1cccc2ccccc12)N/N=C/C=C/c1ccccc1
(18) COc1ccc2[nH]cc(CCN=C3SCC(=O)N3C)c2c1
(19) Nc1cc(OCC(F)(F)F)cc([N+](=O)[O-])c1
(20) O=C(COc1cc(F)ccc1[N+](=O)[O-])NCCCc1ccccc1
(21) O=C(NC1=C(Nc2ccc(F)cc2)C(=O)c2ccccc2C1=O)c1ccc(Cl)cc1
(22) CCOc1ccc(C(=O)NC(=S)Nc2ccccc2N2CCCCC2)cc1[N+](=O)[O-]
(23) O=C(Nc1ccn(Cc2ccccc2)n1)c1cccc(F)c1
(24) NC(=O)C(CCCCN1CCCCC1)(c1ccccc1)c1ccccc1

screen / no.	17	18	19	20	21	22	23	24
PfHsp40 rescue	3.4	1.0	-1.8	0.5	0.8	0.5	0.5	-0.1
TcdB inh	.	.	.	0.0	.	.	1.6	3.7
FadD28 FP inh	-0.5	-4.1	0.2	-1.8	-3.9	-0.9	-0.2	-5.0
CCHFV vOTU inh	-8	-8	0	1	35*	-13	13	8
PrPC surface inh	-2	-3	-13	-6	-9	-6	2	-5
BoNT A protease	-0.2	-0.9	-0.3	-0.1	-0.5	-1.6	-0.2	0.2
Y pestis TopoI	29	1	1	15	-23	-3	3	-2
BoNT F protease	1	-13	-2	-8	-3	-8	0	3
Anthrax LF prot	-2	-1	1	-1	-2	-2	-2	-1

(25) CCOc1ccc(-n2c(-c3ccccc3)c[n+]3c2CCC3)cc1
(26) COc1cc(/C=N/NC(N)=S)ccc1OCC(=O)Nc1ccc(C)cc1
(27) COc1cc2c(cc1OC)C(C(=O)O)C(c1cc(Br)c(O)c(OC)c1)N(C)C2=O (stereo not given)
(28) CCOC(=O)c1c(C)n(C)c2ccc(OC(=O)c3ccoc3)cc12
(29) CCOC(=O)C1=C(O)C(=O)N(Cc2ccc(C(C)(C)C)cc2)CC1
(30) O=C(O)CSc1sc(=S)sc1SCC(=O)O
(31) CNC(=O)c1cc(Oc2ccc(NC(=O)c3[nH]c(-c4ccccc4)c4c3C(=O)N(C)C4=O)cc2)ccn1
(32) COCCNC(=O)c1cc2nc3c(c(C(F)(F)F)n2n1)CCc1ccccc1-3

screen / no.	25	26	27	28	29	30	31	32
PfHsp40 rescue	1.5	-0.9	-0.1	-1.1	0.0	0.3	.	-0.4
TcdB inh	1.2	.	.	.	1.4	.	-2.7	1.0
FadD28 FP inh	1.8	0.9	0.4	0.5	-3.7	-0.3	1.2	-0.1
CCHFV vOTU inh	-5	-5	5	-8	14	-4	6	4
PrPC surface inh	9	7	-2	-5	0	-4	14	6
BoNT A protease	-1.3	0.5	-1.3	0.8	-0.3	0.0	0.3	-1.5
Y pestis TopoI	11	8	2	5	13	3	.	-1
BoNT F protease	-2	6	-18	-1	-1	2	10	-4
Anthrax LF prot	-1	-1	-1	-2	1	-4	-3	0

# Looked up by structure from the entries so far:
(26) COc1cc(/C=N/NC(N)=S)ccc1OCC(=O)Nc1ccc(C)cc1
(30) O=C(O)CSc1sc(=S)sc1SCC(=O)O
(29) CCOC(=O)C1=C(O)C(=O)N(Cc2ccc(C(C)(C)C)cc2)CC1
(25) CCOc1ccc(-n2c(-c3ccccc3)c[n+]3c2CCC3)cc1

screen / no.	26	30	29	25
PfHsp40 rescue	-0.9	0.3	0.0	1.5
TcdB inh	.	.	1.4	1.2
FadD28 FP inh	0.9	-0.3	-3.7	1.8
CCHFV vOTU inh	-5	-4	14	-5
PrPC surface inh	7	-4	0	9
BoNT A protease	0.5	0.0	-0.3	-1.3
Y pestis TopoI	8	3	13	11
BoNT F protease	6	2	-1	-2
Anthrax LF prot	-1	-4	1	-1

# Next part:
(33) CCN(CC)c1c(C)nc2ccc(C(=O)NCc3ccc4c(c3)OCO4)cn12
(34) CCCCn1c(N)c(N(CCOC)C(=O)c2ccc(N(C)S(=O)(=O)c3ccc(C)cc3)cc2)c(=O)[nH]c1=O
(35) CS(=O)(=O)N1CCC(C(=O)Nc2cc(Cl)c(Cl)cc2Cl)CC1
(36) CC(C)Cc1cc(C(=O)Nc2ccc(F)cc2F)no1
(37) CCN(CC)CCNC(=O)CCc1c(C)nc2c(c(C)nn2-c2ccc(C)c(C)c2)c1C
(38) Cc1nc2ccc(NC(=O)Cc3cccc(F)c3)cc2s1
(39) CN1CCN(C2=C(Cl)C(=O)N(c3cccc(Cl)c3)C2=O)CC1
(40) CCOC(=O)c1cnc(SCC(=O)Nc2cccc(OC)c2)nc1N

screen / no.	33	34	35	36	37	38	39	40
PfHsp40 rescue	.	0.1	-0.9	-0.8	-0.2	1.1	3.5	0.3
TcdB inh	1.6	1.0	-0.4	1.2	1.5	-1.1	.	0.0
FadD28 FP inh	-0.2	-2.0	-3.0	0.4	-7.1	1.8	-2.4	-0.4
CCHFV vOTU inh	6	4	-7	-2	-16	14	0	-3
PrPC surface inh	6	-1	1	2	-2	6	-1	18
BoNT A protease	0.1	-0.3	0.8	-0.1	1.3	-0.2	15	?
Y pestis TopoI	12	14	-2	0	-16	-1	-1	-4
BoNT F protease	-1	-2	?	-10	-7	-1	-7	-3
Anthrax LF prot	6	-2	2	1	-16	8	13	-4

# The closing two records of the part before open the next one.
(39) CN1CCN(C2=C(Cl)C(=O)N(c3cccc(Cl)c3)C2=O)CC1
(40) CCOC(=O)c1cnc(SCC(=O)Nc2cccc(OC)c2)nc1N
(41) CCC1Oc2ccccc2N(CC(=O)NC2CCCCC2C)C1=O (stereo not given)
(42) COc1ccc(N/C=C2\CCOC2=O)cc1
(43) COc1ccccc1C(=O)C1CCCN(C(=O)c2cccc(Cn3cccn3)c2)C1 (stereo not given)
(44) CCc1c(C)[nH]n(CCC#N)c1=O
(45) Cc1ccc2c(CC(=O)OCc3csc(C)n3)coc2c1
(46) CCCCn1c(O)c(/C=N/N2CCCCC2c2cccnc2)c(=O)[nH]c1=S (stereo not given)
(47) COc1ccccc1N1CCN(C(=O)NCc2ccc(Cl)cc2)CC1
(48) Cc1cc(C)n(CCCO)c(=O)c1C#N

screen / no.	39	40	41	42	43	44	45	46	47	48
PfHsp40 rescue	3.5	0.3	-1.0	0.9	-1.4	-0.1	-1.2	0.2	1.4	-0.4
TcdB inh	.	0.0	1.1	.	1.1	.	.	1.3	0.0	.
FadD28 FP inh	-2.4	-0.4	-0.2	-2.3	-1.7	-4.4	-0.6	0.0	-3.6	-0.2
CCHFV vOTU inh	0	-3	7	10	-3	-6	11	9	-4	0
PrPC surface inh	-1	18	8	9	3	-3	0	-2	10	-3
BoNT A protease	15	?	0.0	-0.1	-0.8	-1.9	-0.1	-0.2	-3.7	0.6
Y pestis TopoI	-1	-4	-7	-8	3	-5	18	-10	19	0
BoNT F protease	-7	-3	3	0	6	-10	1	-6	-10	-6
Anthrax LF prot	13	-4	2	-2	6	-6	1	0	2	2

(49) Cc1oc2ccc(O)cc2c1C(=O)c1ccc(F)cc1
(50) COC(=O)C1=C(c2cccc(OCc3ccccc3)c2)C[C@@H]2CC[C@H]1N2C(=O)NCc1ccc([N+](=O)[O-])cc1
(51) O=C(CSc1nnc(-c2cccnc2)n1-c1ccc(F)cc1)NCc1ccc2c(c1)OCO2
(52) Cc1ccc(S(=O)(=O)c2c(N)n(-c3ccccc3)c3nc4ccccc4nc23)cc1
(53) C[C@@H]1CN([C@H](C)CO)C(=O)c2cc(Br)cnc2O[C@@H]1CN(C)C(=O)Nc1cccc(F)c1
(54) O=C(/C=C\Nc1ccc2c(c1)OCO2)c1cccs1

screen / no.	49	50	51	52	53	54
PfHsp40 rescue	.	0.5	0.0	-0.2	.	-0.1
TcdB inh	1.2	0.6	-0.1	1.3	1.3&-0.7	-0.5
FadD28 FP inh	-3.1	-3.4	-0.9	-0.3	-2.8	-3.7
CCHFV vOTU inh	2	3	4	-57	0	12
PrPC surface inh	11	0	-10	-10	-5	-1
BoNT A protease	.	-0.5	0.2	1.7	0.3	0.0
Y pestis TopoI	3	36	0	4	-1	16
BoNT F protease	.	-2	5	-8	-1	-6
Anthrax LF prot	.	13	-1	2	-1	-3

# Screens: PubChem, several laboratories
